PABP1 MLLE inh = inhibitors of PABP1 MLLE–PAM2 peptide binding, primary screen, biochemical, fluorescence polarization, FITC-PAM2, GST-MLLE; AID 588489, 2011; Polyadenylate-binding protein 1 (Homo sapiens), P11940; 360,000 tested, 0.36% active; inhibition, % at 20 µM; in the data active means inhibition above about 35%, passing the limit was not always enough;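 further: plate controls were DMSO wells with GST-MLLE for no effect and wells lacking GST-MLLE protein for full effect; some results filed as inactive read as strong as hits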
Target sequence (P11940 whole entry, looked up): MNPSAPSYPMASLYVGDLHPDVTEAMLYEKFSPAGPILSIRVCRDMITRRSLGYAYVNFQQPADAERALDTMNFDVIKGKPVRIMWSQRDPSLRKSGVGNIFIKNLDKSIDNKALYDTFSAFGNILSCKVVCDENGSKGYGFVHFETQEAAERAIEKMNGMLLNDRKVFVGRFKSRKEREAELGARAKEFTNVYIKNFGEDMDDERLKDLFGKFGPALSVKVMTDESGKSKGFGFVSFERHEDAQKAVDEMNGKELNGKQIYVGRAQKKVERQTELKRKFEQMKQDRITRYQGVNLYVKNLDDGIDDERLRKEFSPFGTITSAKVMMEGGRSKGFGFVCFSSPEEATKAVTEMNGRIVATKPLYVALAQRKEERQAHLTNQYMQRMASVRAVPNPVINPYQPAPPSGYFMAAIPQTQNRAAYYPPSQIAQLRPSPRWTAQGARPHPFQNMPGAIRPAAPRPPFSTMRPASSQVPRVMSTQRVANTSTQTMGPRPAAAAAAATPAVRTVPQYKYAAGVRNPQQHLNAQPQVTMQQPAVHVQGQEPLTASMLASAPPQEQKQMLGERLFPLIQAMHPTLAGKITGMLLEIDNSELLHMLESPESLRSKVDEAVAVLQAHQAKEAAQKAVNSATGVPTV
SKN-1 block = suppressors of acrylamide-induced Pgst-4::GFP reporter in worms, primary screen, SKN-1 inhibitor project, whole organism, uHTS, GFP/RFP fluorescence ratio, strain VP596. 360,000 tested, 0.49% active. AID 624304, 2012. inhibition, % at 21.8 µM. C. elegans VP596 Pgst-4::GFP/RFP ratio, 24 h;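 active means interference check ratio from 0.5 to 1.5 plus GFP to RFP signal ratio inhibition reaching or exceeding a fixed threshold, cut at about 30% in these data, passing the limit was not always enough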; further: some compounds called inactive have numbers as strong as hits
Rin1 Abl inh = inhibitors of Rin1-Abl protein binding, primary screen, biochemical, TR-FRET. Tyrosine-protein kinase ABL1 (Homo sapiens) + Ras and Rab interactor 1 (Homo sapiens), …. inhibition, % at 7.35 µM. 360,000 tested, 0.4% active; in the data active means inhibition above about 5%, passing the limit was not always enough
MT1-MMP act inh = blockers of MT1-MMP proenzyme processing, primary screen, HT1080 RFP-PRO-GFP cells, GFP/RFP fluorescence; Matrix metalloproteinase-14 (Homo sapiens), P50281; GFP/RFP ratio fluorescence, overnight; percent of plate control window, DMSO zero; GFP/RFP ratio change, % at 20 µM; 360,000 tested, 0.061% active; AID 651647, 2012;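 active means GFP/RFP ratio change of at least 30% with cell ATP level not reduced by more than half and red fluorescence within 50% of control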; further: strong numbers were not always called active
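Assay system: HT1080 cells carrying an RFP-PRO-GFP reporter | Dosing: Single dose of 20 µM compound, 1% DMSO final | Incubation: Cells overnight before dosing, compound overnight, 37 °C, 5% CO2 | Evaluation: GFP/RFP fluorescence ratio | Control set: DMSO and RFP-L50D-GFP cell wells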
Rpn11 inh = Rpn11 (PSMD14) deubiquitinase inhibitors, primary screen, biochemical, fluorescence polarization, uHTS; 26S proteasome non-ATPase regulatory subunit 14 (Homo sapiens), O00487; 360,000 tested, 0.59% active; human 26S proteasome, Ub4-pepOG fluorescence polarization; 20S core pre-blocked with epoxomicin; calls only at 20 µM; AID 588493, 2011;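 active means inhibition at 20 µM, scaled to each plate's controls, above about 33%, limit read from the data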
Target sequence (O00487 whole entry, looked up): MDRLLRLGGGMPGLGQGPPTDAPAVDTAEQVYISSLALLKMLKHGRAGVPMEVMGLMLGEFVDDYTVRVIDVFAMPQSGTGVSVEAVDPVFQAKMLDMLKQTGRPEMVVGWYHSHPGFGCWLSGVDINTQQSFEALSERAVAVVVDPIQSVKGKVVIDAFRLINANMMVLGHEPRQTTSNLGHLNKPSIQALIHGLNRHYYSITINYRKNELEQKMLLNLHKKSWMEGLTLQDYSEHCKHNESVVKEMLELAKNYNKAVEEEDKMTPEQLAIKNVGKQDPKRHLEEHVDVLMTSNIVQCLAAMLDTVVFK
FAS TE block = FAS thioesterase domain inhibitors, primary screen, biochemical, fluorescence intensity, uHTS; Fatty acid synthase (Homo sapiens), P49327; 360,000 tested, 0.67% active; inhibition, % at 15 µM; recombinant FAS-TE, OMFH fluorogenic substrate, fluorescence endpoint;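 active means compounds whose normalised, plate-corrected inhibition of enzyme fluorescence in the single-dose primary screen is 50% or more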;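 further: 0% = DMSO with enzyme and 100% = substrate without enzyme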
Neddylation inh = inhibitors of cullin neddylation, primary screen, biochemical, TR-FRET, uHTS, NAE and Ubc12; NEDD8-conjugating enzyme Ubc12 (Homo sapiens) + NEDD8-activating enzyme E1 regulatory …; 360,000 tested, 0.58% active; calls only at 25 µM; in the data active means inhibition above about 36%
NadD inh = inhibitors of S. aureus NadD, primary screen, biochemical, colorimetric, uHTS. Nicotinate-nucleotide adenylyltransferase NadD (Staphylococcus aureus N315). purified NadD enzyme, colorimetric absorbance read-out. inhibition, % at 20 µM. 360,000 tested, 0.78% active. AID 602399, 2012; in the data active means inhibition above about 26%; further: some compounds past the cut are filed as inactive
CSN inh = inhibitors of CSN-mediated cullin deneddylation, primary screen, biochemical, fluorescence polarization, uHTS | 360,000 tested, 0.38% active | inhibition, % at 12.5 µM | COP9 signalosome complex subunit 5 (Homo sapiens), Q92905 | Purified CSN, SCF-Nedd8-OG deneddylation;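 active means pattern-corrected inhibition above about 35%, with an unprinted fluorescence ratio check between 0.5 and 1.5, limit read from the data, passing the limit was not always enough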;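 further: 0% = enzyme with substrate and 100% = substrate without enzyme; some results filed as inactive read as strong as hits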
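Material: purified human Csn5 enzyme expressed in HEK293T cells / Medium: Tris buffer pH 7.5, NaCl, DTT, Tween-20, trehalose, ovalbumin / Compound dosing: 12.5 µM single point / Schedule: 90 min incubation of compound, enzyme and substrate at room temperature / Signal: fluorescence polarization of the substrate / Control set: no-enzyme wells high, enzyme-with-substrate wells low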
Active calls of the source: *; i = inactive; x = no result given.

smiles | CSN inh | Rpn11 inh | Neddylation inh | SKN-1 block | NadD inh | MT1-MMP act inh | PABP1 MLLE inh | Rin1 Abl inh | FAS TE block
O=C(CCC1CCCCC1)Nc1c2c(nn1-c1ccc(F)cc1)CS(=O)C2 (centres undefined) | 3 | i | i | 9 | 2 | -2 | -10 | -4 | -3
COc1ccc(S(=O)(=O)NNC(=O)Nc2ccc(C)cc2)c(OC)c1 | -2 | i | i | -2 | -6 | 0 | -16 | 3 | -6
Nc1ccccc1-c1nnc(SCc2ccccc2Cl)[nH]c1=O | 10 | i | i | 4 | 2 | 14 | -4 | -3 | 5
CC(=O)Nc1cccc(-n2nnc(SCC(N)=O)n2)c1 | 2 | i | i | -2 | -6 | 0 | -5 | -2 | -3
CCN1C=CC2=C(C#N)C(N)C(C#N)(C#N)C(c3ccccc3C(F)(F)F)C2C1 (centres undefined) | -9 | i | i | 0 | 2 | -97 | 50 | -3 | -5
CCC(=O)NC(O)C(=O)c1ccc(C)cc1 (centres undefined) | 0 | i | i | 14 | -3 | 1 | 4 | 0 | -2
CCOc1ccc(NC(=O)CC2C(=O)NCCN2C(=O)Nc2ccccc2)cc1 (centres undefined) | -9 | i | i | 21 | -5 | -4 | -4 | -4 | 0
CC(=O)c1ccc(N2CCN(S(=O)(=O)c3ccc4c(c3)CC(C)N4C(=O)C3CC3)CC2)cc1 (centres undefined) | 0 | i | i | -11 | 4 | 1 | 7 | -1 | 25
O=C(COC(=O)c1cc(=O)c2ccccc2o1)NCC1CCCCC1 | 2 | i | i | 1 | -7 | -1 | -2 | 1 | -4
COc1ccc(OC)c(S(=O)(=O)N2CCC(C(=O)N3CCN(Cc4ccccc4)CC3)CC2)c1 | -7 | i | i | 11 | -4 | 8 | 6 | -3 | -8
OC(CNCc1ccccc1C(F)(F)F)C(F)(F)F (centres undefined) | -12 | i | i | 3 | -5 | -1 | -5 | 0 | -2
COc1ccccc1N(CC(=O)NC1CCCC1)C(=O)CCC(=O)Nc1cc(C)on1 | 2 | i | i | 17 | 2 | -3 | 1 | 1 | -5
COC(=O)Nc1ccc(Oc2ccccc2)cc1 | -5 | i | i | -5 | -2 | 1 | 8 | 0 | 0
CCOC(=O)c1c(-c2cccs2)csc1NC(=O)CN(CC)CC | -3 | i | i | 12 | 13 | -6 | 8 | 0 | 29
Cc1ccc(-c2ccc(=O)n(CC(=O)Nc3cccc(C(=O)N4CCN(C)CC4)c3)n2)cc1 | -1 | i | i | 17 | -6 | -9 | 1 | -3 | -5
O=C(CSc1nnc2ccccn12)N1CCc2ccccc21 | 6 | i | i | 4 | -2 | -2 | -21 | -5 | -3
COC(=O)CSc1nc(N2CCOCC2)c2c(c1C#N)CCCC2 | -1 | i | i | 11 | -4 | 3 | 9 | -8 | 18
O=C(COc1ccccc1Cl)NC(=O)NC1CCCC1 | -3 | i | i | 5 | -2 | 3 | 1 | 0 | -4
COc1ccccc1N1CCN(C(=O)CNC(=O)c2cn(-c3ccccc3OC)c(=O)c3ccccc23)CC1 | -2 | i | i | 3 | 4 | 2 | -2 | 0 | -5
Cc1nonc1OCCCNc1ccc([N+](=O)[O-])cc1Cl | -4 | i | i | -2 | -6 | 3 | 9 | 3 | 32
CCCN(CCC)c1nc(C#N)nc(N(CCC)CCC)n1 | 2 | i | i | 3 | 8 | -1 | 12 | -1 | 17
CC(C)(C)c1ncc(S(=O)(=O)c2ccc(C(F)(F)F)cn2)c(N)n1 | 3 | i | i | 6 | -3 | -4 | 2 | 3 | 4
CC(C)(C)OC(=O)N1CCN(C(=O)c2[nH]cnc2C(=O)Nc2ccccc2F)CC1 | -3 | i | i | 3 | 2 | 1 | -1 | 2 | -2
Cc1cccc(Nc2nnc(SC/C(O)=C(\C#N)c3nc4ccccc4[nH]3)s2)c1C | 8 | i | i | 2 | 45* | -19 | -69 | 2 | 0

Taken from the listing (7 entries):
smiles | CSN inh | Rpn11 inh | Neddylation inh | SKN-1 block | NadD inh | MT1-MMP act inh | PABP1 MLLE inh | Rin1 Abl inh | FAS TE block
O=C(COc1ccccc1Cl)NC(=O)NC1CCCC1 | -3 | i | i | 5 | -2 | 3 | 1 | 0 | -4
COc1ccccc1N1CCN(C(=O)CNC(=O)c2cn(-c3ccccc3OC)c(=O)c3ccccc23)CC1 | -2 | i | i | 3 | 4 | 2 | -2 | 0 | -5
Cc1nonc1OCCCNc1ccc([N+](=O)[O-])cc1Cl | -4 | i | i | -2 | -6 | 3 | 9 | 3 | 32
CCCN(CCC)c1nc(C#N)nc(N(CCC)CCC)n1 | 2 | i | i | 3 | 8 | -1 | 12 | -1 | 17
CC(C)(C)c1ncc(S(=O)(=O)c2ccc(C(F)(F)F)cn2)c(N)n1 | 3 | i | i | 6 | -3 | -4 | 2 | 3 | 4
CC(C)(C)OC(=O)N1CCN(C(=O)c2[nH]cnc2C(=O)Nc2ccccc2F)CC1 | -3 | i | i | 3 | 2 | 1 | -1 | 2 | -2
Cc1cccc(Nc2nnc(SC/C(O)=C(\C#N)c3nc4ccccc4[nH]3)s2)c1C | 8 | i | i | 2 | 45* | -19 | -69 | 2 | 0

The list goes on.
smiles | CSN inh | Rpn11 inh | Neddylation inh | SKN-1 block | NadD inh | MT1-MMP act inh | PABP1 MLLE inh | Rin1 Abl inh | FAS TE block
Cc1ccc(S(=O)(=O)N2CCOC23CCN(C(=O)c2cc(Cl)ccc2Cl)CC3)cc1 | 0 | i | i | 19 | -8 | -10 | 10 | -3 | 18
COc1ccc(OC)c(NC(=O)C2(C)CCN2C(=O)CCC2CCCC2)c1 (centres undefined) | 3 | i | i | 10 | -1 | -3 | 16 | 1 | 3
N=c1nc(N)nc2n1NC(c1ccc(F)cc1)=CS2 | -5 | i | i | 7 | 3 | 7 | 4 | 4 | 0
O=C(Nc1ccc(Cl)c(Cl)c1)OCc1cnc(Cl)s1 | -1 | i | i | -7 | -2 | x | 3 | -2 | 43
CC(=O)Nc1ccc(S(=O)(=O)NC2=NCN(CCOC(=O)c3ccccc3)CN2)cc1 | 2 | i | i | -6 | -4 | 3 | -14 | 1 | -2
Nc1ccc(Sc2ccccc2Cl)nc1 | 10 | i | i | -2 | -2 | -2 | -4 | -3 | -3
O=C(Nc1cccc([N+](=O)[O-])c1)Nc1ccc(Cl)cn1 | -2 | i | i | -1 | 7 | -4 | 7 | 5 | 1
O=C(COC(=O)c1ccccc1S(=O)(=O)N1CCCCC1)NCC(F)(F)F | 2 | i | i | -21 | -2 | 0 | 15 | -1 | -12
CCOC(=O)c1c(C)[nH]c(C(=O)C(C)OC(=O)c2oc3ccccc3c2COC)c1C (centres undefined) | -1 | i | i | 3 | 3 | 4 | -12 | 1 | -2
Cc1oc2c(CN3CCCCC3C)c(O)ccc2c(=O)c1-c1ccccc1 (centres undefined) | 5 | i | x | 2 | -30 | -4 | -10 | 1 | -9
COc1cc2[nH]c(=O)c(C(=O)NCc3ccc(F)cc3)c(O)c2cc1OC | -1 | i | i | -2 | 0 | 2 | -5 | -3 | 2
CC(=O)c1cc2c(cc1NC(=O)CCCC(=O)O)OCO2 | 2 | i | i | -31 | -7 | 0 | 10 | 1 | -9
CCN(Cc1ccccc1)C(c1cccc(C#N)c1)c1nnnn1C(C)(C)C (centres undefined) | 2 | i | i | 12 | -3 | -9 | 9 | 1 | 29
COCCCNCCOCCOc1c(OC)cccc1OC | 3 | i | i | 7 | -7 | 0 | -3 | -3 | -5
COc1cc2c(cc1OC)/C(=C/C(=O)c1ccccc1)NCC2 | 4 | i | i | -15 | -5 | -3 | 9 | -3 | -2
O=C(CCN1C(=O)COc2ccccc21)N1CCN(c2ccccc2)CC1 | 2 | i | i | 2 | -6 | -3 | -3 | 3 | -2
COc1ccc2ccc3c(c2c1)N=C[C@]1(O3)N(C)c2ccccc2C1(C)C | 1 | i | i | -11 | 18 | 2 | 2 | 6 | 17
COc1cccc(CN2CCC(N(CCc3ccccc3)Cc3ccccc3)CC2)c1OC | -11 | i | i | -9 | -2 | -3 | -8 | 2 | 5
C=C1C2C[C@H](O)C(C)(C)[C@@]2(O)[C@H](O)C[C@]23C[C@@](C)(O)[C@H](CC[C@H]12)[C@H]3O (some centres undefined) | -3 | i | i | 14 | 1 | -1 | 9 | 3 | -8
CC(C)(C)C1CCc2onc(C(=O)Nc3ccc4c(c3)OCO4)c2C1 (centres undefined) | 0 | i | i | 9 | -8 | -1 | 8 | 1 | 5
CC1(c2nnc(-c3ccc(F)cc3)o2)CC(c2ccc(F)cc2)=NO1 (centres undefined) | 0 | i | i | -4 | -8 | -4 | -1 | 0 | 13
O=C(O)c1cnn2c(-c3ccccc3)ccnc12 | -1 | i | i | 14 | -6 | 2 | -10 | -1 | -3
O=C(Nc1cccc(S(=O)(=O)N2CCCC2)c1)[C@@H]1O[C@H](CO)[C@H](O)[C@H](O)[C@H]1O | -1 | i | i | 0 | -3 | 3 | 2 | -2 | -9
COc1ccc(C(=O)/C=C/Nc2ccccn2)c(OC)c1 | 4 | i | i | -11 | -3 | 2 | -1 | -4 | -2

Compounds shown so far that have two or more sulfur atoms (2):
smiles | CSN inh | Rpn11 inh | Neddylation inh | SKN-1 block | NadD inh | MT1-MMP act inh | PABP1 MLLE inh | Rin1 Abl inh | FAS TE block
CCOC(=O)c1c(-c2cccs2)csc1NC(=O)CN(CC)CC | -3 | i | i | 12 | 13 | -6 | 8 | 0 | 29
Cc1cccc(Nc2nnc(SC/C(O)=C(\C#N)c3nc4ccccc4[nH]3)s2)c1C | 8 | i | i | 2 | 45* | -19 | -69 | 2 | 0

More results follow:
smiles | CSN inh | Rpn11 inh | Neddylation inh | SKN-1 block | NadD inh | MT1-MMP act inh | PABP1 MLLE inh | Rin1 Abl inh | FAS TE block
Cn1nc(-c2ccccc2)c(C(O)c2ccccc2C(F)(F)F)c1Cl (centres undefined) | 2 | i | i | -32 | -4 | 0 | 13 | -2 | -3
c1cc(C(c2nnnn2C2CCCC2)N2CCOCC2)ccn1 (centres undefined) | 0 | i | i | 5 | -1 | 0 | 18 | -3 | -7
O=C(Cn1c(=O)c2cccn2c2ccc(F)cc21)NCCCN1CCN(c2ccccc2F)CC1 | -3 | i | i | 2 | -8 | 1 | -2 | 2 | -11
CC(Oc1ccc(F)cc1Br)c1nc2ccccc2c(=O)[nH]1 (centres undefined) | 0 | i | i | -4 | -1 | -1 | -7 | 2 | 2

Screening data as filed in PubChem.
